tuberculosis growth – growth inhibition of non-replicating M. tuberculosis (AID 488890) | Mycobacterium tuberculosis non-replicating, growth inhibition; higher % means a stronger effect | inhibition, % at 25 µM, or IC50 in µM where a hit was titrated | 320,000 tested, 0.39% active; in the data active = a potency from the dose series; inconclusive = inhibition mostly from about 82% at the one dose, without a potency; inactive = the rest, 99 in 100 with inhibition below about 76%;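 also: plate controls were DMSO cells for no effect and high antibiotic wells for full effect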
Salmonella PhoP GFP – PhoP regulon inhibitors, Salmonella typhi PhoP promoter GFP reporter, confirmatory (AID 1850) | Salmonella Typhi PhoP-promoter GFP reporter, fluorescence, 4 h; higher % means a stronger effect | inhibition, % at 50 µM, or IC50 in µM where a hit was titrated | 310,000 tested, 0.33% active; in the data active = a potency from the dose series; inconclusive = inhibition mostly from about 25% at the one dose, without a potency; inactive = the rest, 99 in 100 with inhibition below about 19%;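 also: 0% = induced wells with vehicle and 100% = uninduced wells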
VEEV TC-83 Vero – inhibitors of VEEV TC-83 cytopathic effect, confirmation, Vero cells (AID 588727); one-dose inhibition, % at 20 µM; IC50 in µM for titrated hits; Vero cells, VEEV TC-83 cytopathic effect inhibition; higher % means a stronger effect; 350,000 tested, 0.13% active; in the data active = a potency from the dose series; inconclusive = inhibition mostly from about 14% at the one dose, without a potency; inactive = the rest, 99 in 100 with inhibition below about 12%; also: strong numbers were not always called active
H1N1 NS1A inhibition – H1N1 influenza NS1A inhibitors, functional cell based assay (AID 504329); NS1A functional cell-based assay, percent inhibition; higher % means a stronger effect; inhibition, % at 12.5 µM; hits with a dose series show IC50 in µM; 340,000 tested, 0.3% active; in the data active = a potency from the dose series; inconclusive = inhibition above about 27% without an active follow-up result; also: strong numbers were not always called active
M. tuberculosis HTS – M. tuberculosis growth inhibition, HTS (AID 449762); M. tuberculosis H37Rv growth inhibition, 7H9 media; higher % means a stronger effect; 330,000 tested, 0.59% active; one-dose inhibition, % at 25 µM; IC50 in µM for titrated hits; in the data active = a potency from the dose series; inconclusive = inhibition above about 70% without an active follow-up result;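 also: bacterial growth assessed after seven days of incubation; strong numbers were not always called active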
An asterisk follows results filed as active; i = inactive; ? = inconclusive; / = not tested or not shown.

SMILES	tuberculosis growth	Salmonella PhoP GFP	VEEV TC-83 Vero	H1N1 NS1A inhibition	M. tuberculosis HTS
CC(Sc1nnc(Cn2c(=O)sc3ccccc32)n1C)c1ccccc1 (stereo unspecified)	19%	-10%	0.1%	-6%	-6%
CC(=O)N1CC(C)Sc2ccc(S(=O)(=O)N3CCCCC3)cc21 (stereo unspecified)	-8%	14%	i	8%	-5%
CC(=O)c1ccccc1OCCOc1ccccc1C(C)=O	14%	-6%	0.8%	-3%	-3%
COc1ccc(F)c(CN2CCCC(CNS(=O)(=O)c3cccc4cccnc34)C2)c1 (stereo unspecified)	15%	-3%	3.1%	-8%	4%
Cc1ccc2c(=O)n3c(nc2c1)C(CC(C)C)NC(=O)c1ccc(Cl)cc1-3 (stereo unspecified)	22%	/	/	/	7%
CCOC(=O)N1CCC(NC(=O)c2ccc3c(c2)N=C(C)c2ccccc2S3)CC1	0%	-5%	3.0%	6%	-2%
CC1=NN(c2ccccc2)C(=O)/C1=C\C=C1\N(C)c2ccccc2C1(C)C	68%	3%	9.8%	26%	14%
COc1ccc(-c2nc3ccc(Cl)cn3c2NC2CCCCC2)cc1SC1CCCCC1	48%	/	i	5%	61%
CC(N)C12CC3CC(C1)CC(C(C)N)(C3)C2 (stereo unspecified)	-1%	2%	i	1%	-9%
Cc1cc2oc(=O)cc(CN3CCN(S(=O)(=O)/C=C/c4ccccc4)CC3)c2cc1C	26%	0%	0.1%	0%	2%
CS(=O)(=O)c1ccc2nc(NC(=O)c3cc4ccccc4o3)sc2c1	-13%	3%	1.9%	7%	2%
O=C(C1CCC(=O)N(C2CC2)C1)N1CCN(c2ccccc2Cl)CC1 (stereo unspecified)	-5%	1%	0.5%	-5%	11%
CC(C)(C)C(=O)N1Cc2ccccc2-n2nncc2C1	/	/	i	-11%	/
CSc1ccc(S(=O)(=O)NCc2ccccc2C)cc1	-6%	-3%	1.7%	-14%	18%
CC(=NNC(=S)N1CC2CCC(CC2)C1)c1cnccn1	/	/	10%	3.2µM*	/
CC(Oc1ccccc1)C(=O)Nc1cccc(NC(=O)c2ccco2)c1 (stereo unspecified)	15%	3%	1.0%	-13%	-7%
O=C(Nc1cccc(C(F)(F)F)c1)OCc1ccncc1	12%	-2%	4.4%	-27%	-4%
CCOC(=O)c1ccccc1NC(=O)Cn1cnc2c(cnn2C(C)(C)C)c1=O	4%	1%	9.5%	18%	-4%
O=[N+]([O-])c1ccccc1S(=O)(=O)N(CC(O)CN1CCCCC1)c1ccccc1 (stereo unspecified)	2%	5%	i	-7%	-11%
COc1ccc(NC2CCCN(C(=O)C3=NN(C)C(=O)CC3)C2)cc1OC (stereo unspecified)	2%	-1%	2.3%	-10%	-3%

Quoted at random: 5 compounds from above, in no set order.
SMILES	tuberculosis growth	Salmonella PhoP GFP	VEEV TC-83 Vero	H1N1 NS1A inhibition	M. tuberculosis HTS
CC(C)(C)C(=O)N1Cc2ccccc2-n2nncc2C1	/	/	i	-11%	/
COc1ccc(NC2CCCN(C(=O)C3=NN(C)C(=O)CC3)C2)cc1OC (stereo unspecified)	2%	-1%	2.3%	-10%	-3%
O=C(C1CCC(=O)N(C2CC2)C1)N1CCN(c2ccccc2Cl)CC1 (stereo unspecified)	-5%	1%	0.5%	-5%	11%
CC(Oc1ccccc1)C(=O)Nc1cccc(NC(=O)c2ccco2)c1 (stereo unspecified)	15%	3%	1.0%	-13%	-7%
CCOC(=O)c1ccccc1NC(=O)Cn1cnc2c(cnn2C(C)(C)C)c1=O	4%	1%	9.5%	18%	-4%

(listing goes on)
SMILES	tuberculosis growth	Salmonella PhoP GFP	VEEV TC-83 Vero	H1N1 NS1A inhibition	M. tuberculosis HTS
CC(NC(=O)Nc1cccc([N+](=O)[O-])c1)c1ccc2c(c1)OCO2 (stereo unspecified)	3%	-5%	0.7%	-1%	8%
COc1cccc(NC(=O)c2ccc3c(c2)C(=O)N(CC2CCCO2)C3=O)c1 (stereo unspecified)	8%	-4%	i	-3%	4%
Cc1ccc(CNC(=O)CCC(=O)N2CC(C)Sc3ccccc32)cc1 (stereo unspecified)	11%	6%	1.1%	-8%	3%
CC(C)Oc1ccc(C(=O)Nc2nnc(SCC(=O)N3CCOCC3)s2)cc1	18%	-9%	2.0%	7%	3%
C/C(CC(=O)Nc1ccc(N(C)C)cc1)=N\NC(=O)c1ccc(F)cc1	/	8%	i	15%	60%
Cc1ccc(OCc2nnc(SCC(=O)Nc3cccc4ccccc34)n2-c2ccccc2)cc1	20%	5%	i	13%	1%
O=C(Nc1cccc(Cl)c1)Nc1ccccc1C(=O)NCc1ccco1	32%	-16%	6.4%	2%	1%
CCC(C)(C)C1CCc2c(sc(N)c2C(N)=O)C1 (stereo unspecified)	42%	-11%	i	?	2%
Cc1ccnc(NS(=O)(=O)c2ccc(NS(=O)(=O)Cc3ccccc3)cc2)n1	22%	11%	1.0%	-2%	-7%
CCc1ccc(NC2=CC(=O)CC(c3ccco3)C2)cc1 (stereo unspecified)	35%	3%	2.3%	3%	50%
COc1ccccc1N(C(=O)c1csnn1)C(C(=O)NC1CCCC1)c1ccccc1 (stereo unspecified)	-2%	3%	2.4%	3%	3%
COc1ccc(C(=O)c2cn[nH]c2-c2cc(Cl)ccc2O)cc1	0%	-2%	9.5%	-12%	-2%
CCOC(=O)N1CCN(C(=O)/C(=C\c2ccc(SC)cc2)NC(=O)c2ccccc2)CC1	1%	-2%	0.8%	11%	-4%
CCCOC(=O)C1=C(C)NC2=C(C(=O)CCC2)C1c1cccc(OC)c1OC (stereo unspecified)	32%	-6%	0.1%	5%	5%
COc1ccc(NC(=O)COC(=O)Cn2cnc3ccccc32)cc1	-1%	/	1.9%	-12%	3%
Cc1ccc(-c2nnc(Nc3ccccc3)c3ccccc23)cc1S(=O)(=O)NCC1CCCO1 (stereo unspecified)	16%	3%	i	2%	-3%
CCOC(=O)NC(=O)c1cn(Nc2ncc(C(F)(F)F)cc2Cl)c(=O)[nH]c1=O	-1%	-7%	1.1%	2%	1%
Cc1cccc(N/C=C/C(=C(C#N)C#N)N(C)C)c1	32%	-14%	1.6%	-13%	24%
CC(=O)Nc1cccc(C(=O)OCC(=O)c2ccc(S(=O)(=O)N3CCCCC3)cc2)c1	2%	3%	i	-4%	-5%
CNC(=O)c1ccc(NC(=O)C2CCN(S(=O)(=O)c3cccc(C(F)(F)F)c3)CC2)cc1	-4%	/	2.2%	-12%	-8%
O=C(OCCCCN1C(=O)c2ccccc2C1=O)c1ccc(S(=O)(=O)N2CCCC2)cc1	62%	-10%	1.2%	5%	0%
CCOc1ccc(S(=O)(=O)N2CCC(C(=O)N3CCN(c4ccccc4)CC3)CC2)cc1	-8%	1%	2.0%	4%	-14%
CCOC(=O)c1c(C)[nH]c(C(C)=O)c1C	8%	6%	0.1%	3%	9%
Cn1nc(-c2ccc(C(=O)NCCO)cc2)c2ccccc2c1=O	2%	-3%	i	1%	5%
CCOc1ccc(NC(=O)Nc2ccc3c(c2)nnn3C)cc1	-5%	2%	i	-16%	-1%
CCCCN(C(=O)c1ccc(N2CCCC2=O)cc1)c1c(N)n(CC(C)C)c(=O)[nH]c1=O	-9%	/	1.2%	-4%	-8%
Cc1cccc(NC(=O)CSc2nnc(C)n2Cc2ccccc2)c1	14%	-8%	3.2%	-3%	-4%
O=C(O)c1ccccc1CSc1nc2ccccc2n1Cc1ccccc1C(=O)O	-18%	7%	i	0%	-11%
CCCCCCSc1ccc([C@@H]2[C@@H]3C(=O)N(C)C(=O)[C@@H]3[C@]3(C(=O)OC)CCCCN23)cc1OC	0%	-34%	1.4%	1%	0%
C=C(C)c1cccc(C(C)(C)NC(=O)N2CCCC2)c1	5%	1%	0.9%	-3%	0%
Cc1ccc(S(=O)(=O)N(CC(O)CN2CCCCC2)c2ccccc2)cc1 (stereo unspecified)	/	-8%	5.2%	0%	-4%
O=C(C1CCN(S(=O)(=O)c2ccccc2)CC1)N1CCC2(CC1)OCCO2	-11%	-3%	3.1%	-2%	-2%
Cc1nn(-c2ccc(F)cc2)c(Cl)c1/C=N/NC(=O)c1cccs1	9%	-1%	1.2%	-6%	-1%
Cn1ccnc1SCC(=O)Nc1ccc(Oc2ccccc2)cc1	49%	-16%	5.3%	11%	-3%
COc1ccccc1C(=O)NCC(=O)OCC(=O)Nc1nnc(-c2ccccc2)o1	12%	/	1.0%	-5%	0%
O=C(COC(=O)c1ccc(O)cc1)Nc1ccc(S(=O)(=O)N2CCOCC2)cc1	33%	/	1.5%	-1%	7%
Fc1ccc(OCCCCCN2CCCC2)cc1	-14%	-8%	i	2%	-4%
O=C(NNc1nc(N2CCCC2)nc(N2CCCC2)n1)c1ccccc1	/	/	i	-23%	/
COc1cc(OC)c2c(-c3ccccc3)cc(=O)oc2c1C(CCN1CCN(c2ccccc2)CC1)c1ccc(N(C)C)cc1 (stereo unspecified)	48%	-2%	i	-9%	-5%
COc1ccc(/C=C2\CCCc3c2nc2ccccc2c3C(=O)O)cc1OC	-4%	-136%	/	/	-3%
NC(=O)C1(N2CCCCC2)CCN(C(=O)CSc2nc3ccccc3[nH]2)CC1	11%	-11%	0.1%	10%	-7%
Cc1ccc(N2C(=O)C3ON(c4ccccc4)C(c4ccncc4)C3C2=O)c(C)c1 (stereo unspecified)	-7%	-1%	0.6%	1%	-4%
CCOc1ccc2[nH]c(C)c(CN(C)C)c(=O)c2c1	49%	-12%	0.2%	-3%	5%
O=C(NCC1CCCO1)c1ccc(CS(=O)(=O)c2ccc(Br)cc2)o1 (stereo unspecified)	5%	-6%	1.1%	-3%	-4%
CCC(=O)NC(=S)Nc1cccc(NC(=O)CC)c1	11%	-5%	0.7%	1%	2%
O=C(CC1C(=O)NCCN1C(=O)c1ccc([N+](=O)[O-])cc1)Nc1cccc(Cl)c1 (stereo unspecified)	6%	-2%	1.6%	-5%	-1%
CC1(OC(=O)C2CCCC2)C(=O)C=C2C=C(c3ccsc3)N(CCc3c[nH]c4ccccc34)C=C2C1=O (stereo unspecified)	45%	1%	0.1%	15%	3%
O=C(CN1CCOCC1)Nc1ccc(OCc2ccccc2)cc1	38%	-6%	2.1%	20%	56%
[O-][n+]1onc2c3ccnnc3ccc21	?	6%	1.1%	3%	?
Fc1ccccc1-c1nc(-c2ccc(-c3nn[nH]n3)cc2)no1	38%	/	1.2%	-12%	9%
CCOC(=O)N1CCN(C(=O)c2cc(-c3ccncc3)nc3ccccc23)CC1	-4%	-5%	7.0%	-9%	-2%
COC(=O)c1ccc(CSc2nnc3c(Cl)cc(Cl)cn23)o1	-8%	2%	1.2%	-6%	1%
S=c1[nH]c2ccccc2n2c(=S)[nH]nc12	-13%	-4%	0.5%	-1%	18%
CCC(CC)c1nnc(NC(=O)CN2C(=O)C3C4C=CC(C4)C3C2=O)s1 (stereo unspecified)	-9%	-3%	1.2%	11%	0%
COCc1c(C)cc(C)c(/C=N/O)c1C	1%	-8%	5.2%	11%	-2%
Cc1cccc(C)c1NC(=O)N1CCC(C(=O)c2ccc(F)cc2)CC1	7%	-9%	?	7%	10%
CCOC(=O)C1CCCN1C(=O)C1(NC(C)=O)CCCC1 (stereo unspecified)	/	/	1.4%	-20%	/
Cc1ccc(S(=O)(=O)N2CCN(C(=O)CSc3nncs3)CC2)cc1	-3%	19%	7.2%	11%	5%
Cc1c(S(=O)(=O)N2CCCC2)c(=O)n(C)c(=O)n1C	-17%	6%	0.6%	8%	-13%
COCCCn1c(-c2ccco2)nc2ccccc2c1=O	0%	0%	5.2%	13%	2%

The final four compounds of the part above open the next one:
SMILES	tuberculosis growth	Salmonella PhoP GFP	VEEV TC-83 Vero	H1N1 NS1A inhibition	M. tuberculosis HTS
CCOC(=O)C1CCCN1C(=O)C1(NC(C)=O)CCCC1 (stereo unspecified)	/	/	1.4%	-20%	/
Cc1ccc(S(=O)(=O)N2CCN(C(=O)CSc3nncs3)CC2)cc1	-3%	19%	7.2%	11%	5%
Cc1c(S(=O)(=O)N2CCCC2)c(=O)n(C)c(=O)n1C	-17%	6%	0.6%	8%	-13%
COCCCn1c(-c2ccco2)nc2ccccc2c1=O	0%	0%	5.2%	13%	2%
CC(C)Cc1nnc(NC(=O)CCC(=O)N2CCN(C3CCCC3)CC2)s1	-9%	13%	2.0%	3%	5%
CC(/C=C/C=C/c1ccccc1)=N\NC(=O)c1cccnc1	5%	-17%	8.4%	4%	92µM*
CC(=O)Oc1c(/C=C(\C#N)C(N)=O)[nH]c2ccccc12	/	/	1.0%	13%	/
NNC(=O)CNC(=O)c1cccc(Br)c1	-4%	-5%	2.3%	0%	2%
CN(Cc1cccs1)C(=O)COc1cccc2c1OC(C)(C)C2	72%	/	1.2%	-14%	2%
